# Mm-Cpn inhibitor: inhibitors of Methanococcus maripaludis chaperonin (MmCpn). purified Mm-Cpn ATPase, ADP Transcreener TR-FRET. Potency, µM (doses to about 76.9 µM), for inactives: top-dose activity, negative = inhibition, usual class: inhibitors. 0.031% of 330,000 active. AID 504842; also: potency is read from the fitted curve at half-maximal effect; % is scaled to controls: 0 for no effect and ±100 for the full control effect; nearly all actives have a fitted effect of over 80% in size
#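 ATPase read-out: TR-FRET ADP immunoassay (anti-ADP Eu cryptate vs ADP-d2), ex 320 nm, em 590/665 nm; signal drops as ADP forms. Enzyme 25 nM, ATP 10 uM, 30 min at 37°C after 10 min compound preincubation.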
# DRD3 agonist: agonists of human D3 dopamine receptor | P35462 | D3R DiscoveRx beta-arrestin cells, luminescence, 90 min | max activation, % | 0.58% of 410,000 active | AID 652048; in the data active = max activation above about 30%; also: 0% is about no effect; mostly tested at two doses, the higher about 12 µM
# Target sequence (P35462 whole entry, looked up): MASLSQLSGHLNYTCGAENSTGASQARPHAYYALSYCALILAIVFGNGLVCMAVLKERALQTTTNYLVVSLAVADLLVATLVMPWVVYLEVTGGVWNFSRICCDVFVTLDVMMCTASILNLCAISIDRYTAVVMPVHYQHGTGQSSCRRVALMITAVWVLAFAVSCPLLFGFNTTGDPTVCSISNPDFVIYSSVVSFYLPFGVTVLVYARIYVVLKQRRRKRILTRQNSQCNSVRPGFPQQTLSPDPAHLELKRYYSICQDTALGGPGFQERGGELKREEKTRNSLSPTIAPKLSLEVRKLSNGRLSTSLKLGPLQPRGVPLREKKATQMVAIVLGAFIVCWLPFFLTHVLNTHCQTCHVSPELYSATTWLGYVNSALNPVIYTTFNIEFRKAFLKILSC
#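 Agonist mode: compounds and dopamine controls were applied to plated cells for 90 min at 37 degrees C after an overnight attachment at 1500 cells/well. Luminescent read-out followed 30 - 60 minutes at room temperature with DiscoveRx detection reagent.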
# CCT modulator: cytosolic chaperonin activity modulation | 0.3% of 360,000 active | activity change, % (test concentration not listed), hits read low | purified chaperonin ATPase assay, HTRF ADP detection, 30 min; in the data active = activity change below about -30%; also: % is scaled to controls: 0 for no effect and ±100 for the full control effect
#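 ATPase activity: ADP formed was measured by HTRF Transcreener (665/615 nm ratio) after 30 min at 37 deg C with 10 uM ATP. Compounds screened at one 76 uM concentration against 40 or 20 nM TRiC in Tris pH 7.4/KCl/MgCl2/DTT buffer.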
# Akt phos inh: blocks phosphorylation of Akt; Neuro2A IGF-stimulated pAkt S473 HTRF, 20 min; stronger effect = lower value; activity change, % for hits at 50 µM; 0.32% of 360,000 active; AID 651550; in the data active = activity change below about -80%; inconclusive = mostly about -51% to -80%; also: % is scaled to controls: 0 for no effect and ±100 for the full control effect
#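 Neuro2A cells in DMEM with 0.5% FBS, overnight at 37 deg C, given compound at single 50 µM final, then IGF (6 nM final) for 20 min at 37 deg C. Lysed; phospho-Akt Ser473 by HTRF after 24 h, 665/615 ratio.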
# DRD3 antagonist: blocks the human D3 dopamine receptor; P35462; D3R cells, DiscoveRx beta-arrestin luminescence, antagonist mode; stronger effect = lower value; 2.5% of 360,000 active; max response, negative = inhibition, %; in the data active = max response below about -50%; inconclusive = no clear call, values can overlap the other calls; also: % is scaled to controls: 0 for no effect and ±100 for the full control effect; mostly tested at two doses, the higher about 12 µM
#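 Cells plated overnight at 1500 cells/well, then exposed to library compounds with dopamine controls for 90 minutes at 37 degrees C. DiscoveRx reagent added for 30–60 minutes at room temperature; luminescence read, quantitative HTS format.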
# PTHR1 agonist: activates the human parathyroid hormone receptor PTHR1; Q03431; HEK293 GP2 PTHR1 cells, GloSensor cAMP luminescence, 1 h; Potency, µM (highest dose often 115 µM), for the others: at the highest dose activation, most hits filed as activators; 0.075% of 410,000 active; also: potency is read from the fitted curve at half-maximal effect; nearly all actives have a fitted effect of over 55% in size; some results filed as inactive show a strong effect at the top dose; inactives centre near -15; many of its hits are not listed in these tables
# Target sequence (Q03431 whole entry, looked up): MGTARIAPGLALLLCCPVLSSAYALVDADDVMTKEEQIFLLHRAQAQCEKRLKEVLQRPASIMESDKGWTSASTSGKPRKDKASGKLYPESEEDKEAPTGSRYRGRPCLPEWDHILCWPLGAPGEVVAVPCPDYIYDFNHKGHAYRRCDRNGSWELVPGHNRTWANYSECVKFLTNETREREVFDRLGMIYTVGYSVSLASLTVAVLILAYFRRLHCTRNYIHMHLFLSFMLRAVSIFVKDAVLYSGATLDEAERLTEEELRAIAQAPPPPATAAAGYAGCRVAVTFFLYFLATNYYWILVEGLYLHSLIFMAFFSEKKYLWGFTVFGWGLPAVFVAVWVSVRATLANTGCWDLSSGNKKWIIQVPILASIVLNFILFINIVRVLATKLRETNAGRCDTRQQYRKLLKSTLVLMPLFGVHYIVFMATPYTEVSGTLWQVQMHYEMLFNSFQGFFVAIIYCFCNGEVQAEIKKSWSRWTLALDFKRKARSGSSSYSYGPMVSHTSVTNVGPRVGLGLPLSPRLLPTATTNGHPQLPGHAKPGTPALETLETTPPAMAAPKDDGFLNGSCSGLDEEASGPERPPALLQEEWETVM
#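 HEK-293-derived GP2 cells expressing PTHR1 and a GloSensor cAMP reporter, 3,000/well, plated overnight, given luciferin plus IBMX (each 0.5 mM as added) for 1 h at 37 °C, then compound for 1 h at 37 °C. Luminescence was read after 15 min at room temperature.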
# EPAC2 antag: blocks human EPAC2 exchange factor; Q8WZA2; EPAC2 GEF exchange of Rap1B-BODIPY-GDP, fluorescence; Potency, µM (series often up to 114 µM), without a hit: at the top dose activity, negative = inhibition, usual class: inhibitors; 0.18% of 360,000 active; also: potency is read from the fitted curve at half-maximal effect; % is scaled to controls: 0 for no effect and ±100 for the full control effect; nearly all actives have a fitted effect of over 45% in size; many of its hits are not listed in these tables
# EPAC2 agonist: agonists of human EPAC2 (RAPGEF4); EPAC2 activation, biochemical qHTS; response scale: 100% = 6.5 mM cAMP response; Potency, µM (series often up to 154 µM), inactives show top-dose activation, most hits filed as activators; 0.079% of 360,000 active; also: potency is read from the fitted curve at half-maximal effect; nearly all actives have a fitted effect of over 50% in size
#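 EPAC2 (100 nM) mixed with Rap1B loaded with BODIPY-GDP (250 nM) plus 50 uM unlabeled GDP; compounds pinned in, 5 min RT, then read every 5 min for 30 min (ex 480, em 540 nm). Normalized to cAMP control.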
# * marks the source's active call; other numbers are inactive results; i = inactive; ? = inconclusive; · = no result given; & = joins results of further samples; [ ] = another dose, or the depositor's remark. Unless noted, calls follow the shape of the dose curve; as a rule, active = well fitted curve in the direction sought with a large enough effect; inconclusive = small, poorly fitted or top-dose-only effect, or another doubt; inactive = no such curve, though single readings can be large; an effect the other way counts as inactive or inconclusive. This is a subset, so the mix of outcomes need not match the whole.
1) COC(=O)c1ccc(C2C(Oc3ccccc3C)C(=O)N2CCc2ccc(OC)c(OC)c2)cc1 (stereo not drawn)
2) COc1ccc(CNC(=O)CN(C)S(=O)(=O)c2ccc3c(c2)c(=O)n(C)c(=O)n3C)cc1
3) CCOC(=O)c1c(C)[nH]c(C(=O)COC(=O)/C=C/c2ccc3c(c2)OCO3)c1C
4) COc1ccc(CN(C(=O)c2ccc(CN3CCOCC3)o2)C(C(=O)NCC2CCCO2)c2ccc(F)cc2)cc1 (stereo not drawn)
5) CC(=O)Nc1cccc(-c2cc(NC(C)=O)c3ncc(-c4ccc(C(C)=O)cc4)n3c2)c1

Assay by compound | 1 | 2 | 3 | 4 | 5
Mm-Cpn inhibitor | 0.2% | -3.0% | -6.3% | -1.6% | ·
DRD3 agonist | 2.9 | 1.7&-2.6 | -13.3 | -13.7 | 5.2
CCT modulator | -5.5 | 0.2 | -5.5 | 0.2 | -2.8
Akt phos inh | i | i | i | i | i
DRD3 antagonist | 0.0 | 6.9 | 0.0 | -3.3 | 90.2
PTHR1 agonist | -1.3%[57.5 µM] | i | i | -30.4%[inhibitor] | i
EPAC2 antag | -9.2% | -4.4% | -11.6% | -5.7% | 4.1%
EPAC2 agonist | 5.7% | 3.7% | -1.6% | -0.9% | 9.5%

6) CC(CNC(=O)CN(C)CC(=O)Nc1ccccc1Br)c1ccccc1 (stereo not drawn)
7) O=C(Cn1cc([N+](=O)[O-])ccc1=O)N1CCCc2ccccc21
8) C[C@H](CO)N1C[C@H](C)[C@@H](CN(C)Cc2ccc(C(F)(F)F)cc2)OCc2cnnn2CCCC1=O
9) CCOc1ccc(CN(C)C(=O)c2cccc(S(=O)(=O)N3CCCC3)c2)cc1OC
10) COc1cccc(-c2c(C(=O)N/N=C/c3ccco3)nnn2-c2nonc2N)c1

Assay by compound | 6 | 7 | 8 | 9 | 10
Mm-Cpn inhibitor | -3.8% | -1.7% | · | -0.1% | 0.8%
DRD3 agonist | 1.9 | 2.4 | 5.1 | 2.2 | 0.1
CCT modulator | -0.9 | 1.7 | -0.2 | -1.0 | -0.9
Akt phos inh | i | i | i | i | i
DRD3 antagonist | 1.4 | -2.1 | -9.0 | -4.5 | -9.4
PTHR1 agonist | -8.8% | -7.7% | -19.0% | -24.0% | -13.5%
EPAC2 antag | 2.7% | -4.8% | 1.3% | 2.6% | -2.9%
EPAC2 agonist | 0.5% | 4.0% | 4.6% | 2.6% | 10.8%

11) Cc1ccc2c(CN3CCC(C)CC3)cc(=O)oc2c1C
12) CC[C@]12c3[nH]c4ccccc4c3CCN1C(=O)C(CC(=O)NCCCOC)C[C@@H]2C(=O)N1CCN(C(=O)C2CC2)CC1 (stereo partly drawn)
13) CCc1nc2ccc(C(=O)NCc3ccc(OC)cc3)cn2c1N(CC)CCN(C)C
14) CCCCOc1ccc(/C=C(\C#N)C(=O)NC2CC2)cc1
15) O=C(Nc1ccc(Cl)c(Cl)c1)c1cccc(S(=O)(=O)NCc2cccnc2)c1

Assay by compound | 11 | 12 | 13 | 14 | 15
Mm-Cpn inhibitor | -0.2% | -0.5% | · | · | 2.3%
DRD3 agonist | -19.3 | -16.2 | -4.5 | -4.1 | -7.7
CCT modulator | -1.9 | -0.5 | 0.8 | -2.5 | -2.8
Akt phos inh | i | i | · | i | i
DRD3 antagonist | ? | -17.3 | 9.6 | 3.1 | 12.6
PTHR1 agonist | 0.0% | i | i | -21.2% | -14.0%
EPAC2 antag | -8.6% | 14.7% | 7.7% | 2.1% | -8.4%
EPAC2 agonist | 4.3% | 2.7% | 5.1% | -4.9% | 25.4%

16) CCCCNC(=O)c1cc(-c2ccc3c(c2)OCO3)on1
17) O=C(N=Nc1c(O)[nH]c2ccccc12)c1ccco1
18) O=C(O)c1ccc(Nc2nc(-c3cccnc3)cs2)cc1O
19) CC(C)(c1ccccc1)c1ccc(OCc2ccc(C(=O)O)o2)cc1
20) CC(C)CN(C(=O)COC(=O)Cc1n[nH]c(=O)c2ccccc12)C1CCS(=O)(=O)C1 (stereo not drawn)

Assay by compound | 16 | 17 | 18 | 19 | 20
Mm-Cpn inhibitor | 1.1% | -0.9% | 0.7% | -0.6% | 0.9%
DRD3 agonist | 4.0 | -9.8 | -3.8 | -13.6 | 3.4
CCT modulator | -2.1 | -0.8 | 1.0 | -2.7 | 0.2
Akt phos inh | i | i | i | i | i
DRD3 antagonist | -0.5 | -22.0 | ? | -19.2 | 13.8
PTHR1 agonist | -19.1% | -20.1% | -25.3% | i | -10.6%[57.5 µM]
EPAC2 antag | 7.4% | -5.7% | ? | -18.7% | 18.4%
EPAC2 agonist | -0.5% | 11.6% | 6.5% | -2.2% | -2.0%

21) COc1ccc(CCNC(=S)N2CCN(S(=O)(=O)c3ccc(Cl)cc3)CC2)cc1
22) COc1cc(NC(=O)CSc2nc3[nH]ncc3c(=O)n2-c2ccccc2)cc(OC)c1OC
23) Cc1ccc(-n2c(C3CC3c3ccc(Cl)cc3)n[nH]c2=S)cc1 (stereo not drawn)
24) CCOC(=O)C(NC(=O)c1ccc(OC)cc1)(N1CCCC1=O)C(F)(F)F (stereo not drawn)
25) CCC(C)(C)c1ccc(OCC(=O)Nc2ccncc2)cc1

Assay by compound | 21 | 22 | 23 | 24 | 25
Mm-Cpn inhibitor | -1.0% | · | 0.3% | 2.0% | 0.9%
DRD3 agonist | 5.8 | -3.5 | 1.7 | 5.8 | -1.0
CCT modulator | 0.0 | 1.2 | 1.2 | -1.2 | -3.2
Akt phos inh | i | i | · | i | i
DRD3 antagonist | 6.1 | -10.3 | -61.2* | 7.4 | 13.5
PTHR1 agonist | i | -9.0% | 6.3%[57.5 µM] | i | -38.8%[inhibitor]
EPAC2 antag | 10.8% | -2.7% | -0.2% | 6.3% | -18.1%
EPAC2 agonist | -6.2% | -5.0% | -8.0% | -6.4% | 5.1%

# An excerpt of these results, bar-delimited.
no. | Compound | Mm-Cpn inhibitor | DRD3 agonist | CCT modulator | Akt phos inh | DRD3 antagonist | PTHR1 agonist | EPAC2 antag | EPAC2 agonist
14 | CCCCOc1ccc(/C=C(\C#N)C(=O)NC2CC2)cc1 | · | -4.1 | -2.5 | i | 3.1 | -21.2% | 2.1% | -4.9%
15 | O=C(Nc1ccc(Cl)c(Cl)c1)c1cccc(S(=O)(=O)NCc2cccnc2)c1 | 2.3% | -7.7 | -2.8 | i | 12.6 | -14.0% | -8.4% | 25.4%
16 | CCCCNC(=O)c1cc(-c2ccc3c(c2)OCO3)on1 | 1.1% | 4.0 | -2.1 | i | -0.5 | -19.1% | 7.4% | -0.5%
17 | O=C(N=Nc1c(O)[nH]c2ccccc12)c1ccco1 | -0.9% | -9.8 | -0.8 | i | -22.0 | -20.1% | -5.7% | 11.6%
18 | O=C(O)c1ccc(Nc2nc(-c3cccnc3)cs2)cc1O | 0.7% | -3.8 | 1.0 | i | ? | -25.3% | ? | 6.5%
19 | CC(C)(c1ccccc1)c1ccc(OCc2ccc(C(=O)O)o2)cc1 | -0.6% | -13.6 | -2.7 | i | -19.2 | i | -18.7% | -2.2%
20 | CC(C)CN(C(=O)COC(=O)Cc1n[nH]c(=O)c2ccccc12)C1CCS(=O)(=O)C1 (stereo not drawn) | 0.9% | 3.4 | 0.2 | i | 13.8 | -10.6%[57.5 µM] | 18.4% | -2.0%
21 | COc1ccc(CCNC(=S)N2CCN(S(=O)(=O)c3ccc(Cl)cc3)CC2)cc1 | -1.0% | 5.8 | 0.0 | i | 6.1 | i | 10.8% | -6.2%
22 | COc1cc(NC(=O)CSc2nc3[nH]ncc3c(=O)n2-c2ccccc2)cc(OC)c1OC | · | -3.5 | 1.2 | i | -10.3 | -9.0% | -2.7% | -5.0%
23 | Cc1ccc(-n2c(C3CC3c3ccc(Cl)cc3)n[nH]c2=S)cc1 (stereo not drawn) | 0.3% | 1.7 | 1.2 | · | -61.2* | 6.3%[57.5 µM] | -0.2% | -8.0%
24 | CCOC(=O)C(NC(=O)c1ccc(OC)cc1)(N1CCCC1=O)C(F)(F)F (stereo not drawn) | 2.0% | 5.8 | -1.2 | i | 7.4 | i | 6.3% | -6.4%
25 | CCC(C)(C)c1ccc(OCC(=O)Nc2ccncc2)cc1 | 0.9% | -1.0 | -3.2 | i | 13.5 | -38.8%[inhibitor] | -18.1% | 5.1%

# (cont.)
26) O=C(NCc1ccncc1)c1cccc(S(=O)(=O)Nc2ccc(F)cc2)c1
27) Cc1ccccc1OCCC(=O)OCC(=O)N1c2ccccc2NC(=O)C1(C)C
28) Nc1cc([N+](=O)[O-])ccc1Nc1ccccc1
29) Cc1c(NC(=O)NCc2ccccc2)c(=O)n(-c2ccccc2)n1C

Assay by compound | 26 | 27 | 28 | 29
Mm-Cpn inhibitor | 1.3% | 1.7% | 0.4% | -3.2%
DRD3 agonist | -3.1 | -2.6 | -11.3 | 1.5
CCT modulator | 1.4 | 1.3 | 1.0 | -1.3
Akt phos inh | i | i | i | i
DRD3 antagonist | 16.3 | 0.5 | ? | 7.5
PTHR1 agonist | -74.2%[inhibitor] | -24.8% | -8.1% | i
EPAC2 antag | -4.3% | -16.5% | -23.4% | 9.8%
EPAC2 agonist | 3.3% | 1.7% | 4.4% | 1.8%

# Screening data (PubChem BioAssay)
